Ecoli WT expand: blocks growth of wild type E. coli BW25113. OD600 absorbance. growth inhibition, % at 100 µM. 0.15% of 98,000 active. AID 710;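 active = growth inhibition above about 50% at one test dose, limit read from the data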;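 also: growth measured after 20 h incubation at 37 °C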
PostGolgi yeast: growth inhibition of a yeast mutant, post-Golgi transport screen. post-Golgi transport phenotypic cell assay. inhibition, % at 10 µM. 0.9% of 98,000 active;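 also: yeast cells grown in 1536-well plates; yeast grown about 18 h at 30C before absorbance read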
HUVEC inhibit: blocks proliferation of human endothelial cells; HUVEC proliferation, CellTiter-Glo luminescence, 72 h; hits give low values; viability, % at 10 µM (by protocol); 1.1% of 86,000 active;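 active = viability at or below 30%; inactive = viability above 30%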;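 also: 100% = median luminescence of DMSO-only cell control wells on each plate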
PostGolgi ctrl: yeast control strain growth, post-Golgi counter-screen; 5% of 98,000 active; inhibition, % at 10 µM; AID 738; efflux-deficient yeast background strain, growth absorbance A615, 16 h
S1P2 agonist: agonists of human S1P2 receptor. O95136. S1P2-expressing cell line, agonist reporter read-out. activation, % at 4.5 µM. 0.46% of 97,000 active. AID 729; in the data active = activation above about 16%;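 also: 0% = vehicle low control and 100% = maximal reference agonist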
Target sequence (O95136 whole entry, looked up): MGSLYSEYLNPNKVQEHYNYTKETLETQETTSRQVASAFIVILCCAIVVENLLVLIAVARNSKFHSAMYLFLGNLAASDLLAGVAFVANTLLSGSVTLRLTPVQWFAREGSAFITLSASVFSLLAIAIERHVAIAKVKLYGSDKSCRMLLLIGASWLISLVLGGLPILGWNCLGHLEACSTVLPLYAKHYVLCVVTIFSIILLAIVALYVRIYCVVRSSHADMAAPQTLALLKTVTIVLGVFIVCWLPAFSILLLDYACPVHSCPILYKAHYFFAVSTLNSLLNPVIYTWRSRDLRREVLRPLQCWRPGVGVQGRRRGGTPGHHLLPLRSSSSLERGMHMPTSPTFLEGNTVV
Fibroblast inh: blocks proliferation of human lung fibroblasts. 1.1% of 85,000 active. viability, % at 10 µM. LL 47 human lung fibroblast viability, ATP luminescence; hits give low values. AID 719;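 active = viability at or below 50% in the single dose screen; inactive = viability above 50%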;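 also: compound exposure lasted 72 h before the ATP readout; 100% = median luminescence of untreated cell-only wells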
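Material: Human LL 47 lung fibroblast cells | Input: 1,150 cells/well | Buffer or medium: IMEM plus 15% FBS | Compound dosing: 0.1% DMSO in all compound wells | Times: Overnight cell rest, 72 h compound treatment at 37 °C | Signal: CellTiter-Glo luminescence measuring cellular ATP | Measure: % viability versus median cells-only luminescence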
H69AR growth 86K: growth inhibitors of human H69AR lung tumor cells; H69AR lung tumor viability, ATP luminescence, 72 h; hits give low values; 6% of 85,000 active; AID 598; viability, % at 10 µM;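 active = viability at or below 40%; inactive = viability above 40%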;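 also: multidrug resistant small cell line overexpressing MRP-1 efflux transporter; 100% = mean luminescence of untreated control wells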
S1P2 antag: S1P2 (human) receptor antagonism. cell-based S1P2 antagonist assay, inhibition at 5 uM. inhibition, % at 5 µM. 0.21% of 97,000 active; in the data active = inhibition above about 45%;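 also: CRE beta-lactamase reporter cells expressing human S1P2 stimulated with S1P; 0% = agonist at EC80 alone and 100% = agonist plus reference antagonist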
hDAT+cocaine: modulates human dopamine transporter uptake under cocaine; 1.3% of 110,000 active; LLC-PK1 hDAT cells, [14C]-dopamine uptake with cocaine IC80; actives deviate in either direction; Q01959; AID 449768; B-score at 10 µM;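 active = Z score or B-score, a plate-position-corrected score, falls beyond the plate's 99.7% confidence bounds, in either direction; inactive = both scores lie inside the 99.7% bounds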;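 also: scored against the spread of the other compound wells on the same plate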
Target sequence (Q01959 whole entry, looked up): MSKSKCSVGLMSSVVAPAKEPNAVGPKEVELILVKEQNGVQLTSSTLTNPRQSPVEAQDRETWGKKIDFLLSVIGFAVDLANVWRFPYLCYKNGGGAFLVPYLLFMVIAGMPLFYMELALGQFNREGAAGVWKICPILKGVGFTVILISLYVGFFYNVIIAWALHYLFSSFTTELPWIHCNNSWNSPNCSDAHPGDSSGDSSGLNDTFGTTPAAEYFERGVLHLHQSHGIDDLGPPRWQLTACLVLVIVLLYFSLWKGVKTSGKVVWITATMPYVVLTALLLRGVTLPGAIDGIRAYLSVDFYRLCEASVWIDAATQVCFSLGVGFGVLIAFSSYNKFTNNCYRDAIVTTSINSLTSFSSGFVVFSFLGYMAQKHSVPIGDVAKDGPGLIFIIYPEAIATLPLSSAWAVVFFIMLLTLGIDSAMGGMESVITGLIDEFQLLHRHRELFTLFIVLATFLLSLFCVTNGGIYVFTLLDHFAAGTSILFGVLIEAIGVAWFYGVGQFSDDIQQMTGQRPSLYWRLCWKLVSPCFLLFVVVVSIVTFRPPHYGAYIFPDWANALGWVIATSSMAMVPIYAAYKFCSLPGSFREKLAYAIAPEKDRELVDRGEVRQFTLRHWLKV
* = called active by the depositor; · = not tested or not shown. Rule as the data show it, unless noted: active = inhibition above about 30%; inactive = the rest. Compounds as they come. About 11% of those tested had a hit in this group.

Compound	Ecoli WT expand	PostGolgi yeast	HUVEC inhibit	PostGolgi ctrl	S1P2 agonist	Fibroblast inh	H69AR growth 86K	S1P2 antag	hDAT+cocaine
CCOC(=O)c1[nH]c(COC(=O)c2ccccc2NC(=O)c2ccco2)c(C(=O)OCC)c1C	-9	4	82	5	-4	95	8.5*	-2	0.19
COc1ccc(CCNC(=O)CCCn2c(SCC#N)nc3ccccc3c2=O)cc1OC	-5	4	94	2	-7	101	69	-1	1.7
C/C(=N/N1CCN(c2ccccn2)CC1)c1ccc([N+](=O)[O-])cc1	-4	3	·	29	-4	·	·	12	0.76
O=C(Nc1ccc(F)cc1F)c1cccnc1	0	2	92	4	·	99	97	·	-0.67
CCCCNC(=O)CSc1nc2ccccc2c(=O)n1CCNC(C)=O	-2	6	104	4	-6	104	93	18	-0.88
C1CCCC(N2CCNCC2)CC1	·	·	96	·	-4	104	83	0	0.19
COc1ccc(C(=O)N2CCC(n3c(C)nc4cc(F)ccc43)CC2)cc1OC	4	2	99	6	-6	95	83	-6	2.8*
O=C(CNC(=O)c1cc2ccccc2o1)NCc1cccs1	-4	4	84	8	-4	101	89	-11	0.31
CCOc1ccc(OCC)c(-c2c(=O)n(OCc3ccccc3C(=O)OC)c3ccccc3[n+]2[O-])c1	-16	-15	·	7	0	·	·	-26	2
Cc1ccc(C(=O)NC2CC(C)(C)NC(C)(C)C2)c(C)c1	0	-7	103	12	-4	98	120	12	-0.93
Cc1cc(NC(=O)CN2CCN(c3ncccn3)CC2)no1	1	8	108	7	-6	106	81	-1	-0.94
Cc1cc(/C=c2/sc3nc4ccccc4n3c2=O)c(C)n1-c1ccccn1	-10	0	76	19	6	70	70	10	-0.062
CCn1cc(C(=O)Nc2ccc(-n3cnnn3)c(OC)c2)c(=O)c2ccc(C)nc21	-13	-7	94	-6	-4	99	89	-1	0.071
CCOC(=O)c1ccc2c(c1)nc(SCC(=O)c1cc3ccccc3o1)n2CC	5	-6	90	9	-4	91	59	-5	1
CC(=O)c1ccc2cccc3c2c1N=CN3C	1	7	·	18	-1	·	·	-20	·
O=C(NC1CCN(C(=O)N2c3ccccc3Sc3ccccc32)CC1)c1ccco1	-6	-5	60	15	·	96	96	·	0.27
CS(=O)(=O)N(CCc1ccccc1)CC(=O)N1CCN(Cc2ccc3c(c2)OCO3)CC1	1	0	115	-2	1	94	91	5	-0.39
O=P(CCCCCCCCCP(=O)(c1ccccc1)c1ccccc1)(c1ccccc1)c1ccccc1	-24	12	·	3	-4	·	·	19	2.9*
C=CCn1c(N)cc(=O)nc1SCC(=O)Nc1ccccc1	10	-4	99	12	80*	103	87	-9	-0.0004
Cc1ccc(C(O)c2nc3ccccc3n2C(C)C)cc1 (configuration not stated)	3	13	99	9	-2	90	85	-1	·
Cc1ccc(C(=O)N(NC2=NS(=O)(=O)c3ccccc32)S(=O)(=O)c2ccc(C)cc2)cc1	1	-4	·	-7	-6	·	·	-11	0.19
O=C(NCc1cccnc1)c1noc2c1CCCCC2	1	0	93	5	·	98	101	·	0.15
COCCNS(=O)(=O)c1ccc(-c2ccc(C)cc2)cc1	-2	-3	89	9	-1	94	83	-25	0.02
Cc1cc(=O)c2c(C)nn(-c3ccccc3)c2[nH]1	-5	-2	·	2	-7	·	·	19	-0.38
Cc1ccccc1C(=O)NC(=S)Nc1sc2c(c1C#N)CCCC2	-14	3	·	27	-4	·	·	3	0.092
COc1cc2ncnc(NCc3ccccc3C)c2cc1OC	4	-5	·	11	0	·	·	-1	2.3
COc1ccc(CNC(=O)c2ccc(=O)oc2)cc1OC	2	-4	84	4	-10	101	69	-2	0.046
O=C1CC(c2ccc(F)c(Br)c2)C2=C(CCCC2=O)N1 (configuration not stated)	12	-7	93	28	·	100	97	·	-0.033
Cc1ccc(S(=O)(=O)NCCCCCC(=O)NC(C)(C)CO)cc1	7	7	100	-4	-2	98	104	-20	0.87
O=C(N[C@@H](Cc1ccccc1)C(=O)NC1CCCCC1)c1ccco1	17	2	·	-2	-4	·	·	-5	·
CCOC(=O)c1sc(Nc2nc3c(OC)cccc3s2)nc1C	-1	-2	·	10	·	·	·	·	1.2
Cc1ccc(C(=O)N2c3ccccc3N(Cc3ccccc3)C(=O)C2(C)C)cc1	-15	6	85	20	-4	86	43	2	0.35
O=c1c2sc(-c3ccccc3)cc2nc2n1CCC2	·	·	89	·	-3	91	84	8	0.78
Cc1nn(-c2ccc(F)cc2)c2sc(C(=O)N3CCCCCC3)cc12	-22	-7	104	31*	30*	85	77	-26	1.9
CCOC(=O)c1ccccc1Nc1cc(C)nc2nc(C)nn12	-7	-2	102	7	·	95	75	·	0.22
CC(=O)c1ccc(OCCCC(=O)NC2=NCCS2)cc1	3	0	·	-4	-1	·	·	-14	-0.56
CCCn1c(SCC(=O)Nc2nc3c(s2)CCCC3)nc2c1c(=O)n(C)c(=O)n2C	-8	9	83	11	-1	93	32*	-25	-0.86
Cc1cc(NC(=O)CSc2nnc(-c3ccc(Br)o3)n2Cc2ccccc2)no1	-1	6	102	11	-4	101	76	-4	0.99
Clc1cccc(-c2ccc(/C=N/n3cnnc3)o2)c1Cl	·	·	9.8*	·	-4	90	106	-1	-0.31
O=C(CC12CC3CC(CC(C3)C1)C2)NCC(=O)N1CCc2ccccc2C1	2	6	·	8	-3	·	·	1	-1.9
Cc1ccc(C)c(C(=O)CN2C(=O)c3ccccc3S2(=O)=O)c1	-7	-4	97	4	-9	101	95	-1	-0.15
O=C(c1ccc(Cl)cc1)c1ccccc1C(=O)N1CCOCC1	-4	15	97	2	-6	105	79	-4	0.015
Cc1ccc(Nc2nc3c(c(=O)[nH]2)CCCC3)cc1	·	·	89	·	-2	97	91	-1	1.5
CCN(CC)CCn1c(NC(=O)c2ccc(Cl)cc2)nc2ccccc21	-1	0	91	13	-6	64	46	24	0.98
O=C1NC(c2ccncc2)Nc2sc3c(c21)CCCC3 (configuration not stated)	5	3	89	-2	-3	101	52	-16	-0.12
CCOC(=O)Cc1cc(=O)n2[nH]c(C)cc2n1	1	-9	97	13	-5	102	89	4	0.079
CCSc1nc(O)c(CC)c(=O)n1C(C)CC (configuration not stated)	-3	0	109	3	-6	102	93	-12	-0.52
Oc1ccc(/C=N/Nc2nccnc2Cl)cc1	2	-3	82	3	-3	86	75	-17	0.1
O=c1c2ccccc2c2ccccc2c(=O)n1Cc1cccnc1	-4	-2	97	-3	·	99	103	·	-0.43
c1ccc2c(c1)Cn1nnnc1-2	-1	-1	102	0	·	105	97	·	-1
O=C(c1csc2ccccc12)N1CCCCCC1	-3	2	102	5	·	108	94	·	0.36
Cc1ccc(-c2cc(C(=O)N3N=C(C(F)F)CC3(O)C(F)F)c3ccccc3n2)cc1C (configuration not stated)	-5	4	·	26	-6	·	·	27	1.4
CSc1nnc2c3c4c(sc3nc(-n3nc(C)cc3C)n12)COC(C)(C)C4	5	6	92	6	0	107	74	3	0.11
COc1ccc(/C=N/S(=O)(=O)c2cccs2)cc1	1	-8	99	-2	2	104	101	-9	0.063
COc1cccc(CNC(=O)CCNC(=O)Cn2ccc3ccccc3c2=O)c1	0	10	·	3	-2	·	·	-4	0.97
COc1ccc(N2C(=O)C3ON(C4SC(=S)N(C)C4(C)C)C(c4ccc([N+](=O)[O-])cc4)C3C2=O)cc1 (configuration not stated)	-7	0	·	9	-7	·	·	-26	0.023
CC1CCN(C(=O)c2ccc3c(c2)OCCO3)CC1	-2	-11	79	5	-5	96	67	16	6.7*
COc1ccc(CNc2cc(C)nc3ncnn23)c(OC)c1	-2	0	85	6	-6	96	81	33	-1.3
CCc1nc(SCC(=O)Nc2sc(C)c(C)c2C(=O)OC)c2ccccc2n1	-2	3	·	5	-5	·	·	-3	0.066
Cc1ccc(-c2cn(S(=O)(=O)c3cccc4nsnc34)nc2N)cc1	-15	48*	108	23	-3	96	84	7	0.34

Going on with the list.
Compound	Ecoli WT expand	PostGolgi yeast	HUVEC inhibit	PostGolgi ctrl	S1P2 agonist	Fibroblast inh	H69AR growth 86K	S1P2 antag	hDAT+cocaine
CC(C)C(=O)N1CCC(CN=CC2=C(O)CC(C)(C)CC2=O)CC1	·	·	100	·	1	108	106	-14	-0.58
CC(C)CNC(=O)[C@H](Cc1ccccc1)NC(=O)c1ccco1	1	-6	·	4	-4	·	·	21	-0.27
Cc1cc2ncn(S(=O)(=O)N(C)C)c2cc1C	2	5	89	3	-6	98	92	-1	0.72
Cn1c(CN2CCOCC2)nc2cc(NC(=O)c3ccc(F)cc3)ccc21	2	4	106	8	-1	101	81	-1	0.87
Cc1cc(-c2ccco2)n(CC(=O)O)n1	1	-4	95	1	·	105	106	·	-0.21
Cc1ccc(C(=O)Nc2ccc(O)cc2C(=O)O)cc1C	2	-15	91	-1	-3	102	92	-4	-0.93
Cn1c(=O)[nH]c(=O)c2c1nc(N1CCCCCC1)n2Cc1cccc2ccccc12	-2	-2	89	-3	-2	88	58	0	-0.29
NC(=O)CSc1nnc(-c2cccnc2)n1Cc1ccccc1	·	·	99	·	-5	93	107	-6	0.95
CCn1nc(NC(=O)c2ccncc2)c2cc3cccc(C)c3nc21	-6	11	63	5	2	85	60	-11	0.018
Cc1cc(/C=C(/C#N)c2cccc(F)c2)c(C)n1-c1cccnc1	-3	-2	90	37*	1	91	64	16	0.52
Cc1cc(NC(=O)CSc2nc3c(c(=O)n2-c2ccccc2)SC(C)C3)no1 (configuration not stated)	1	2	92	-3	·	106	94	·	-0.013
Cc1ccc(S(=O)(=O)N2CCCN(S(=O)(=O)c3ccc4ccccc4c3)CC2)cc1	·	·	104	·	-3	107	46	-31	-1.4
Cc1ccc(C)c(N(C(=O)Cn2nnc(-c3cccs3)n2)C(C(=O)NC2CCCC2)c2ccncc2)c1 (configuration not stated)	-15	-8	·	-1	-2	·	·	2	0.11
O=C(CSc1n[nH]c(-c2ccncc2)n1)Nc1ccccn1	2	2	109	-1	-8	93	88	-8	-0.054
Nc1c(C(O)(C(F)(F)F)C(F)(F)F)cc(C(O)(C(F)(F)F)C(F)(F)F)c2ccccc12	·	·	70	·	-6	70	25*	27	-0.33
CCOC(=O)c1[nH]c(C)c(C(=O)NCc2ccc(Cl)cc2)c1C	-18	1	79	5	·	105	88	·	-0.21
Clc1ccc(-c2nnsc2SCc2ccccc2)cc1	6	24	·	13	-3	·	·	-3	0.074
Cc1ccc(NC(=O)c2cc(S(=O)(=O)N3CCCCC3)ccc2N2CCOCC2)cc1F	-7	3	·	8	-4	·	·	1	0.43
Cc1ncc(S(=O)(=O)c2ccccc2)c(-c2ccccc2)n1	3	-2	103	8	-4	98	77	-8	1.4
CCN1C(=O)c2cccc3c(NC(=O)c4ccc(S(=O)(=O)N(C)C)cc4)ccc1c23	-1	-1	·	4	·	·	·	·	0.062
Cc1nc2ccccn2c1/C(O)=C1\C(=O)C(=O)N(CCN(C)C)C1c1cccnc1 (configuration not stated)	3	6	93	0	-4	100	96	-4	0.35
C=CCn1c(NCc2c[nH]c3ccccc23)nc2ccccc21	·	·	78	·	-8	100	57	-8	1.1
CCOc1ccc(CN(C(=O)c2oc3cc(C)ccc3c2C)C2CCS(=O)(=O)C2)cc1 (configuration not stated)	-6	4	50	35*	-5	86	11*	-7	0.05

Compound activity as filed in PubChem BioAssay.
